Anesthetic bind: qHTS Assay for Identification of Novel General Anesthetics; AID 485281, 2010; Potency, µM (titrated, usually from 77.5 µM), without a hit: at the highest dose activity change, negative = displacement, most hits filed as inhibitors; Ferritin light chain (Equus caballus), P02791; 350,000 tested, 0.074% active; apoferritin/1-aminoanthracene competitive binding, fluorescence; also: potency is read from the fitted curve at half-maximal effect; % is scaled to controls: 0 for no effect and ±100 for the full control effect; nearly all actives have a fitted effect of over 20% in size
Target sequence (P02791 2-175 limits assumed): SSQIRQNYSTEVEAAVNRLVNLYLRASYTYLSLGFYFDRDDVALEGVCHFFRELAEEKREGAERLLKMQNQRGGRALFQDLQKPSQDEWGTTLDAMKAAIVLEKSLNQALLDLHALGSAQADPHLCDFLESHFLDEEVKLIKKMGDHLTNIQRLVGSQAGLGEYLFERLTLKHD
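Horse-spleen apoferritin (10 uM) was mixed with 50% saturated 1-aminoanthracene in PBS, exposed to compounds for 10 min at room temperature, and read for fluorescence (ex 380 nm, em 535 nm). Competitive displacement was fitted with a four-parameter Hill equation.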
RXFP1 antag: qHTS Assay for Antagonists of the Relaxin Receptor RXFP1; Relaxin receptor 1 (Homo sapiens), Q9HBX9; HEK293-RXFP1, relaxin-stimulated cAMP HTRF, 30 min; active compounds read low; activity change, negative = inhibition, % at 57.5 µM; 350,000 tested, 0.59% active;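 active = activity change of -60% or lower, but not beyond a set lower limit; inconclusive = change between -60% and -40%, or beyond the set limit; inactive = change above -40%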; also: % is scaled to controls: 0 for no effect and ±100 for the full control effect
Pol eta inh: qHTS for Inhibitors of Polymerase Eta; DNA polymerase eta (Homo sapiens), Q9Y253; recombinant Pol eta, fluorescent DNA replication assay; Potency, µM (series often up to 114 µM), for inactives: at the highest dose activity change, negative = inhibition, most hits filed as inhibitors; 390,000 tested, 1.2% active; AID 588591, 2011; also: potency is read from the fitted curve at half-maximal effect; % is scaled to controls: 0 for no effect and ±100 for the full control effect
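Pol eta (10 nM) was preincubated with compounds for 15 min at room temperature, after which fluorescent replication substrate (50 nM final) was added to start the reaction. Fluorescence was read kinetically at 0 and 10 min.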
POLK inh: qHTS for Inhibitors of Polymerase Kappa; purified Pol kappa, fluorescent DNA synthesis assay, 10 min; Potency, µM (top dose mostly 107 µM), inactives show top-dose activity, negative = inhibition, usual class: inhibitors; 400,000 tested, 0.53% active; also: potency is read from the fitted curve at half-maximal effect; % is scaled to controls: 0 for no effect and ±100 for the full control effect
Target sequence (Q9UBT6 whole entry, looked up): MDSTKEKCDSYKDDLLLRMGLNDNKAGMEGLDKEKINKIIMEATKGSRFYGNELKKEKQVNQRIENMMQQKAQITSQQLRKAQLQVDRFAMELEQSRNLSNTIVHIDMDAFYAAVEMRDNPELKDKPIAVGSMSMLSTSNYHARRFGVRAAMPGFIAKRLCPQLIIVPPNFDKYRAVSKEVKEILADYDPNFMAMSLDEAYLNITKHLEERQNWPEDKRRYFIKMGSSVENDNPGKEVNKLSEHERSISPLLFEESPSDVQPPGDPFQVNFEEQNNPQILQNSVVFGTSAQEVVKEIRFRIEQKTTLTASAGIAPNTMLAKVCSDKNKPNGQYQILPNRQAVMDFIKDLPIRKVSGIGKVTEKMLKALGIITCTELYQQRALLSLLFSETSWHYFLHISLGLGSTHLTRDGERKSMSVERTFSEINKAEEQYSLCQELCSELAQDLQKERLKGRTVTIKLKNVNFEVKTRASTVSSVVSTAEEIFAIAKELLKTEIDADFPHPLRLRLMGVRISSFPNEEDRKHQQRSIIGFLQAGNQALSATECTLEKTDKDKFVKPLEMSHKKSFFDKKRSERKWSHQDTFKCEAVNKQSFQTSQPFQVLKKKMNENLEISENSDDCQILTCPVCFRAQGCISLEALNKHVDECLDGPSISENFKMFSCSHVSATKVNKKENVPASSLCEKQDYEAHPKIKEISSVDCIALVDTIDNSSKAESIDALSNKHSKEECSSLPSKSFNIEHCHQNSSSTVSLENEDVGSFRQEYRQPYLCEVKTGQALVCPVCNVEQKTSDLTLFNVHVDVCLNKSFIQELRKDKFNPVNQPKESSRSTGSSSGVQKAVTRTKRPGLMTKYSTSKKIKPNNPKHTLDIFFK
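Readout: fluorescence, taken kinetically at 0 and 10 min. Conditions: 10 nM Pol kappa, 15 min RT compound preincubation, 50 nM substrate final. Controls: enzyme-free buffer wells.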
BLM inh: qHTS Assay for Inhibitors of Bloom's syndrome helicase (BLM). recombinant BLM DNA unwinding, fluorescence dequenching. Potency, µM (series often up to 56.1 µM), inactives show at the top dose activity change, negative = inhibition, hits mostly inhibitors. 350,000 tested, 0.2% active. AID 2528, 2010;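 also: potency is read from the fitted curve at half-maximal effect; plate controls were vehicle for no effect and no enzyme for full effect; nearly all actives have a fitted effect of over 35% in size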
APE1 inh: qHTS Assay for Inhibitors of the Human Apurinic/apyrimidinic Endonuclease 1 (APE1); DNA repair nuclease/redox regulator APEX1 (Homo sapiens), P27695; recombinant APE1, TAMRA/BHQ-2 abasic DNA cleavage fluorescence; Potency, µM (highest dose often 65.8 µM), inactives show top-dose activity change, negative = inhibition, usual class: inhibitors; 350,000 tested, 0.35% active; AID 2517, 2012;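 also: potency is read from the fitted curve at half-maximal effect; plate controls were vehicle for no effect and reference inhibitor for full effect; nearly all actives have a fitted effect of over 55% in size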
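Readout is kinetic fluorescence (ex 525, em 598 nm) from cleavage of 50 nM TAMRA/BHQ-2 THF abasic duplex by 0.75 nM APE1, compound added 15 min beforehand at RT.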
Tb PGK inh: qHTS Assay to Find Inhibitors of Phosphoglycerate Kinase | Phosphoglycerate kinase, glycosomal (Trypanosoma brucei brucei), P07378 | PGK/GAPDH coupled, Kinase-Glo luminescence, 60 min | Potency, µM (series often up to 57.5 µM), for the others: at the highest dose activity change, negative = inhibition, usual class: inhibitors | 380,000 tested, 0.043% active | AID 602233, 2012; also: potency is read from the fitted curve at half-maximal effect; % is scaled to controls: 0 for no effect and ±100 for the full control effect; nearly all actives have a fitted effect of over 60% in size
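Recombinant glycosomal PGK reaction used 1,3-bisphosphoglycerate generated in-well by GAPDH (100nM final) in 100mM TEA pH 7.6, 5mM MgCl2, 0.01% Tween-20. After 60 minutes at room temperature, ATP was read by Kinase-Glo Plus luminescence end-point.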
POLI inh: qHTS for Inhibitors of Polymerase Iota; DNA polymerase iota (Homo sapiens), Q9UNA4; Pol iota fluorescent replication assay, 10 min; Potency, µM (highest dose often 115 µM), for inactives: top-dose activity, negative = inhibition, most hits filed as inhibitors; 390,000 tested, 1% active; AID 588590, 2011; also: potency is read from the fitted curve at half-maximal effect
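Pol iota at 10 nM preincubated 15 min with compounds at room temperature; reaction started with fluorescent substrate, 50 nM final. Fluorescence read kinetically at 0 and 10 min; buffer-only wells as negative control.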
Pol beta inh: qHTS Assay for Inhibitors of DNA Polymerase Beta | Pol beta primer extension/strand displacement, fluorescence kinetic | Potency, µM (doses to about 114 µM), for inactives: top-dose activity change, negative = inhibition, actives largely listed as inhibitors | AID 485314, 2010 | P06746 | 340,000 tested, 1.3% active; also: potency is read from the fitted curve at half-maximal effect; % is scaled to controls: 0 for no effect and ±100 for the full control effect
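Reaction started by 50 nM substrate onto compound-treated Pol beta (10 nM, 15 min preincubation, room temperature); plates read at 0 min and 10 min. Normalized concentration-effect data fitted by four-parameter Hill equation.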
Active calls of the source: *; i = inactive; ? = inconclusive; / = not tested or not shown; & = joins results of further samples; [ ] = remark or other dose. Unless noted, calls follow the shape of the dose curve; as a rule, active = well fitted curve in the direction sought with a large enough effect; inconclusive = small, poorly fitted or top-dose-only effect, or another doubt; inactive = no such curve, though single readings can be large; an effect the other way counts as inactive or inconclusive. The list is partial. The share of hits here may be higher or lower than overall.

entry	SMILES	Anesthetic bind	RXFP1 antag	Pol eta inh	POLK inh	BLM inh	APE1 inh	Tb PGK inh	POLI inh	Pol beta inh
1	N/C(Cc1ccc(Cl)cc1Cl)=N\OC(=O)Cc1cccs1	-12%	-23	-23%	-6%	-4%	14%	-9%	193%[activator]	0%
2	O=C1C(=O)N(CCN2CCOCC2)C(c2ccc(Cl)cc2)/C1=C(/O)c1ccc(S(=O)(=O)N2CCOCC2)cc1 (stereo not drawn)	-5%	10	-18%	8%	2%	78%[activator]	-1%	51%[activator]	-1%
3	CCc1noc(C)c1C(=O)Nc1ccccc1C(C)(C)C	-5%	8	-22%	0%	-10%	12%	i	20%	3%
4	COc1cccc(C(C(=O)NCc2ccccc2)N(C(=O)Cn2nnc3ccccc32)c2cccc(C(C)=O)c2)c1 (stereo not drawn)	-15%	-24	-12%	-23%	2%	/	-1%	-12%	-23%
5	CSc1cccc(CN2CCCC(CNC(=O)c3ccco3)C2)c1 (stereo not drawn)	-11%	-2	-25%	-6%	2%	28%	4%	22%	80%
6	CCC1C(=O)C(C)(C)C(=O)OC1c1ccc([N+](=O)[O-])cc1 (stereo not drawn)	?	-4	-17%	-2%	-6%	22%	-1%	46%[activator]	89µM*
7	Cc1nnsc1C(=O)NNC(=O)c1ccc(C(F)(F)F)cc1	-5%	-8	-7%	0%	-2%	19%	-8%	-12%	51%[activator]
8	COc1cc2c(c(OC)c1OC)-c1ccc(OC)c(=O)cc1C(NC(=O)c1ccccc1)CC2 (stereo not drawn)	/	-12	-5%	-9%	/	/	3%	26%	/
9	O=C1CCN(Cc2ccccc2)CCN1[C@H](CO)c1ccccc1	0%	/	-2%	-3%&-9%&4%	0%	-2%	-7%	-10%&3%&29%	5%
10	CCc1nc2oc3ccccc3c(=O)c2c(=O)n1Cc1ccccc1	-23%	0	5%	-2%	-2%	2%	0%	21%	-7%
11	CC(=O)Nc1cccc(/C(C)=N/N2C(C)CCCC2C)c1 (stereo not drawn)	-5%	6	-4%	-8%	0%	-3%	-4%	-9%	15%
12	CCOC(=O)CNC(=O)N1CCCC(C(=O)c2cc(C)c(OC)c(C)c2)C1 (stereo not drawn)	-3%	16	-2%	-9%	-3%	14%	-1%	52%[activator]	10%
13	COc1ccc(CN2CCOCCOCCOCC2)cc1	-5%	-15	-17%	-21%	-1%	0%	-3%	-9%	9%
14	CC(C)N(C(=O)Cn1c(SCC(=O)NC2CC2)nc2ccccc21)C(C)C	-4%	-4	-8%	-3%	-2%	-7%	i	10%	28%
15	COc1ccc(Nc2cc(C(=O)NCc3ccccc3)c3ccccc3n2)cc1	406%[activator]	-11	-17%	-8%	-2%	/	9%	-6%	15%

Continued; the last 5 above are carried over.
entry	SMILES	Anesthetic bind	RXFP1 antag	Pol eta inh	POLK inh	BLM inh	APE1 inh	Tb PGK inh	POLI inh	Pol beta inh
11	CC(=O)Nc1cccc(/C(C)=N/N2C(C)CCCC2C)c1 (stereo not drawn)	-5%	6	-4%	-8%	0%	-3%	-4%	-9%	15%
12	CCOC(=O)CNC(=O)N1CCCC(C(=O)c2cc(C)c(OC)c(C)c2)C1 (stereo not drawn)	-3%	16	-2%	-9%	-3%	14%	-1%	52%[activator]	10%
13	COc1ccc(CN2CCOCCOCCOCC2)cc1	-5%	-15	-17%	-21%	-1%	0%	-3%	-9%	9%
14	CC(C)N(C(=O)Cn1c(SCC(=O)NC2CC2)nc2ccccc21)C(C)C	-4%	-4	-8%	-3%	-2%	-7%	i	10%	28%
15	COc1ccc(Nc2cc(C(=O)NCc3ccccc3)c3ccccc3n2)cc1	406%[activator]	-11	-17%	-8%	-2%	/	9%	-6%	15%
16	COC(=O)NNC(=S)NCc1ccc(C)cc1	-9%	14	-13%	-3%	5%	1%	-5%	17%	11%
17	CCOCC(=O)Nc1nnc(SCCOC)s1	4%	3	1%	-8%	-7%	-2%	1%	11%	2%
18	CC1CCCCC1NC(=O)CC1Oc2ccccc2NC1=O (stereo not drawn)	?	/	-4%	-2%	-3%	11%	2%	15%	32%
19	CCc1ccc2oc(-c3cc(N)ccc3Cl)nc2c1	-17%	9	-11%	-4%	-10%	7%	-11%	?	3%
20	Cc1c(Cl)cccc1NC(=O)c1cnc2sc(N3CCCC3)nn2c1=O	-15%	-16	-12%	-19%	-6%	/	9%	12%	3%
21	Cc1ccc(CNC(=O)C2CCC(=O)N(CCc3cccc(F)c3)C2)s1 (stereo not drawn)	-6%	-12	2%	-6%	-1%	10%	12%	20%	0%
22	COc1ccc(C(=O)O/N=C(/c2ccccc2)c2ccncc2)cc1	-16%	2	-7%	-3%	-9%	12%	-7%	11%	2%
23	N#CCc1c(C#N)c(N)nc(N2CCOCC2)c1C#N	/	/	2%	-9%	/	/	-6%	50%[activator]	/
24	COc1cccc(-c2cc(C(F)(F)F)n3nc(C)c(-c4ccccc4)c3n2)c1	-9%	/	-11%	4%	-1%	/	-4%	5%	17%
25	O=C(O)c1ccc(NCc2ccc(Br)cc2)cc1	-17%	4	-7%	-16%	-3%	0%	-6%	-12%	20%
26	Clc1ccc(SCc2cc(-c3ccccc3)on2)cc1	-4%	-4	-15%	-8%	-7%	-2%	-1%	21%	6%
27	CC(=O)c1c(C(C)=O)c(C)n(C(c2ccccc2)c2ccccc2)c1C	-12%	-6	-1%	-9%	-4%	-1%	1%	1%	-7%
28	Cc1ccccc1NC(=O)OCc1cccnc1Sc1ccc(Cl)cc1	-10%	1	-16%	-7%	-5%	-7%	-2%	10%	-3%
29	Cc1cccc(C(=O)NCCCN2CCCC2=O)c1	-2%	0	4%	-7%	-1%	-2%	-9%	12%	3%
30	COc1ccc(C2=NS(=O)(=O)N(C)C(C(=O)NC(C)c3ccccc3)=C2)cc1OC (stereo not drawn)	47%&1%[activator]	-6&3	-2%&-16%	0%&-13%	-6%&-4%	-14%	-1%	11%&-14%	1%&-21%

(cont.)
Results follow in this order: Anesthetic bind | RXFP1 antag | Pol eta inh | POLK inh | BLM inh | APE1 inh | Tb PGK inh | POLI inh | Pol beta inh
31	CSc1nnc(-c2cc[n+](C)cc2)n1CCO
→ -9% | 6 | -16% | -2% | 3% | -2% | 5% | 9% | 12%
32	O=C(NCc1ccccc1)c1ccc2c(c1)N(Cc1ccc(F)cc1)CCS2
→ / | 3 | -16% | -2% | -6% | / | -9% | 33%[activator] | 27%
33	CC(NC(=O)C1CCCN1S(=O)(=O)c1ccc2c(c1)n(C)c(=O)c(=O)n2C)c1ccccc1 (stereo not drawn)
→ -14% | -4 | 6% | -4% | 4% | -4% | 1% | 3% | 38%
34	CCOc1ccc(NC2=NCC(=O)N2Cc2cccs2)cc1
→ -3% | -12 | -14% | -8% | -4% | -2% | 4% | -13% | 3%
35	CCC(C)[C@H](NC(=O)OC(C)(C)C)c1nnc(SCc2c(C)[nH]c(=O)[nH]c2=O)o1 (stereo partly drawn)
→ -16% | -12 | -11% | -13% | 1% | -1% | -8% | 0% | ?
36	O=C(CCCCCn1c(=S)[nH]c2cc3c(cc2c1=O)OCO3)N1CCN(c2ccccc2)CC1
→ -3% | ? | -6% | 4% | -1% | 15% | -7% | 1% | -24%
37	O=C(O)CSc1c2ccccc2cc2ccccc12
→ 19% | -6 | -3% | -11% | -8% | 45% | -6% | 54%[activator] | 21%
38	O=c1cc(C(F)(F)F)[nH]c2ccc(OC(F)(F)F)cc12
→ -3% | -14 | -21% | -8% | 0% | -2% | i | 62%[activator] | 1%
39	OC1OC[C@H](O)[C@@H](O)[C@@H]1O (stereo partly drawn)
→ 6% | / | / | 5%[60.1 µM] | 4% | ? | / | / | /
40	CC(C)CCOc1ccc(C(=O)N2CCCC2C(=O)O)cc1 (stereo not drawn)
→ -19% | -5 | 12% | -15% | -3% | 3% | 6% | 66%[activator] | 2%
41	CCCCC(=O)Nc1cccc(OCc2cc(=O)n3ccccc3n2)c1
→ -5% | 8 | -4% | -8%[60.1 µM] | -2% | / | i | -22% | 11%
42	COC(=O)C(C)Sc1nc2c(c(=O)[nH]c(=O)n2C)n1CCC(C)C (stereo not drawn)
→ -10% | -4 | -18% | -3% | 5% | 24% | i | -6% | 22%
43	CC(C)N1CCN(Cc2ccccc2-c2ccco2)CC1CCO (stereo not drawn)
→ -13% | -14 | -9% | 14%[60.1 µM] | 4% | -3% | -6% | 13% | 9%
